# mABHD4 FP = inhibitors of mouse ABHD4; Q8VD66; purified mABHD4, FP-Rh probe fluorescence polarization; inhibition, % at 8.92 µM; 370,000 tested, 0.54% active; AID 720543;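 active means inhibition exceeding the mean over every tested compound plus 3 SD, cut at about 30% in these data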;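 further: 0% = plate median of compound wells and 100% = S159A mutant with DMSO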
#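 Test system: mouse ABHD4 enzyme, wild type. Reagent: FP-Rh fluorescent activity-based probe, added after compound pre-incubation. Timing: pre-incubation 45 min, probe exposure 60 min, at 25 °C. Technique: FP readout, ex 525 nm / em 598 nm. Benchmarks: high control S159A mutant with DMSO, low control median of compound wells.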
# TCR-CD3 inh = human TCR-CD3 binding inhibition. TAMRA-labeled TCR probe fluorescence, biochemical. inhibition, % at 9.4 µM. 360,000 tested, 0.37% active; in the data active means inhibition above about 19%;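 further: recombinant mutant TCR 2C K166C tagged with TAMRA read by polarization; 0% = receptor in buffer alone and 100% = receptor with positive control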
# TDP2 inh = blocks human TDP2 phosphodiesterase activity | inhibition, % at 12.8 µM | 370,000 tested, 0.34% active | recombinant TDP2, T5PNP hydrolysis, p-nitrophenol absorbance 415 nm | O95551;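 active means inhibition above the mean of all tested compounds plus 3 SD, set per campaign, cut at about 25% in these data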;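 further: 0% = DMSO with enzyme and 100% = buffer with substrate but no TDP2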
#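 Read-out basis: percent inhibition. System: recombinant human TDP2. Buffer or medium: Mg2+-containing Tris-HCl buffer, pH 7.5. Repeats: single replicate. Timing: reaction 2 h, 37 °C. Benchmarks: high control without enzyme, low control DMSO plus TDP2. Probe or stimulus: 5 mM T5PNP. Doses: 12.8 µM only. Measured by: epi absorbance of p-nitrophenol freed from T5PNP by hydrolysis.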
# rCAG binder = binds r(CAG) RNA repeats; inhibition, % at 3 µM; AID 651821; r(CAG) RNA repeat, TO-PRO-1 dye displacement fluorescence; 370,000 tested, 1.3% active;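 active means inhibition above the plate cutoff, the mean of all test compounds on that plate plus 3 SD, cut at about 35% in these data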;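 further: 0% = DMSO alone and 100% = 100 µM mitoxantrone as full dye displacement; higher means more dye released from RNA so lower well fluorescence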
# SIAE primary = blocks human sialic acid acetylesterase; Q9HAT2; SIAE FP-Rh probe binding, fluorescence polarization; inhibition, % at 9.66 µM; 370,000 tested, 0.69% active; AID 1053197;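 active means inhibition above a cutoff: mean of compounds within the control limits plus 3 SD of those, cut at about 17% in these data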;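 further: 0% = plate median of compound wells and 100% = probe without SIAE protein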
# LEDGF integ inh = blocks HIV-1 LEDGF/p75-dependent DNA integration; TR-FRET IN-LEDGF/p75 DNA integration, Eu/Cy5; inhibition, % at 3.7 µM; 370,000 tested, 0.64% active; AID 743269;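 active means inhibition above the screen-wide mean plus 3 SD, cut at about 13% in these data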;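 further: signal is the Cy5 over europium emission ratio at 671 and 618 nm; 0% = plate median of compound wells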
# GC-B act = GC-B (human) receptor activation. 370,000 tested, 0.11% active. HEK293-GC-B cells, CNP EC30, cGMP TR-FRET; 0% at EC30 CNP, 100% saturating CNP. activation, % at 10 µM;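 active means activation at 10 µM reaching about 35% in either raw or pattern-adjusted values, limit read from the data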
# HTRA1 inh = inhibitors of human serine peptidase HTRA1; Q92743; recombinant HTRA1, FP-rhodamine activity-based probe, fluorescence polarization; inhibition, % at 5.96 µM; 340,000 tested, 0.5% active; AID 504803; in the data active means inhibition above about 36%;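 further: 0% = enzyme with DMSO and 100% = wells lacking enzyme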
# PRMT1 FP inh = blocks human protein arginine methyltransferase 1; Q99873; AID 652257; inhibition, % at 2.79 µM; recombinant PRMT1, activity-based probe fluorescence polarization; 370,000 tested, 1.3% active;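 active means inhibition above about 21% made by adding two undisclosed values, limit read from the data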
# MBD2 inh = blocks human MBD2 binding to methylated DNA | Q9UBB5 | TR-FRET, MBD2 binding to methylated oligonucleotide | inhibition, % at 4.4 µM | 370,000 tested, 0.31% active | AID 686964; in the data active means inhibition above about 13%
# Starred values were filed as active, the others as inactive. This is a subset (hit frequency here may not be typical).
SMILES,mABHD4 FP,TCR-CD3 inh,TDP2 inh,rCAG binder,SIAE primary,LEDGF integ inh,GC-B act,HTRA1 inh,PRMT1 FP inh,MBD2 inh
CC[C@@H]1C(=O)OC[C@@H]1Cc1cncn1C,-7,3,7,2,1,3,-1,1,-1,-1
